USP2a inh: qHTS Assay for Inhibitors of Ubiquitin-specific Protease USP2a Using CHOP2 as the Reporter; Potency, µM (top dose mostly 38.3 µM), without a hit: top-dose activity change, negative = inhibition, hits mostly inhibitors; 330,000 tested, 0.01% active; Ubiquitin carboxyl-terminal hydrolase 2 (Homo sapiens), O75604; USP2 core, Ub-CHOP2 coupled fluorogenic reporter, 485/531; AID 463254, 2010;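 note: potency is the fitted concentration of half-maximal effect; plate controls were DMSO wells for no effect and full inhibition by NEM control for full effect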
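Cell-free coupled assay: 10nM USP2 core preincubated 30min RT with compound in Tris-HCl pH 8.0/CaCl2/CHAPS buffer, then 25nM Ub-CHOP2 and 25nM reporter substrate; fluorescence (Ex 485/Em 531) read after 60min RT, normalized to NEM inhibition, concentration-response curves fitted.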
TRPV1 ag: HTS Assay for Compounds that Act as Agonists of the Vanilloid Receptor 1; Transient receptor potential cation channel subfamily V member 1 (Homo sapiens), Q8NER1; TRPV1-expressing cells, Fluo-8 calcium influx, agonist mode; activation, % at 8.33 µM; 320,000 tested, 0.19% active; AID 540275, 2011; in the data active = activation above about 80%; inconclusive = between about 30% and that limit; note: 0% is about no effect
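TRPV1-expressing cells were cultured overnight at 35.5C and loaded with Fluo-8 calcium dye for 40 to 90 min at room temperature. After a 10 s baseline, compound was added and calcium influx was read kinetically for 3 min (ex 480/em 520 nm).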
TSHR antagonist: Antagonists of the Thyroid Stimulating Hormone Receptor: HTS campaign; Thyrotropin receptor (Homo sapiens), P16473; TSHR-expressing cells, TSH-stimulated cAMP HTRF, 2 h; active compounds read low; activity change, negative = inhibition, % at 11.5 µM; 330,000 tested, 0.2% active; AID 504810, 2011;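 active = activity change below a set negative limit, meaning inhibition stronger than a set level, cut at about -70% in these data; inconclusive = activity change between two set negative limits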; note: % is set by controls: 0 for no effect and ±100 for the full control effect
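Read-out is FRET at 665 nm (cryptate excitation 337 nm) from a cryptate-tagged anti-cAMP antibody, competed by cell cAMP against cAMP-d2. Compounds are tested on freshly harvested TSHR cells challenged with 4nM TSH (EC80) for 2 hours at 37 deg C.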
hERG WT inh: qHTS for Inhibitors of KCHN2 3.1: Wildtype qHTS; activity change, % at 1.84 µM; 340,000 tested, 0.37% active; U2OS, BacMam KCNH2, thallium flux FluxOr; active compounds read low;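 active = maximum activity change below -70%; inconclusive = maximum activity change between -70% and -50%; inactive = maximum activity change above -50%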; note: % is set by controls: 0 for no effect and ±100 for the full control effect
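U2OS cells transduced with wild-type KCNH2 virus are loaded with FluxOr dye for 45 min, and thallium flux is measured in kinetic reads before and after stimulation buffer. Rate constants are normalized to DMSO controls.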
ELG1 DNA repair: qHTS screen for small molecules that inhibit ELG1-dependent DNA repair in human embryonic kidney (HEK293T) cells expressing luciferase-tagged ELG1; HEK293T ELG1-luciferase reporter, luminescence, 16 h; DNA damage induced by 5-fluorouridine; Potency, µM (titrated, usually from 46.1 µM), inactives show at the highest dose activity change, negative = inhibition, actives largely listed as inhibitors; 330,000 tested, 2.3% active; AID 504467, 2011; note: potency is the fitted concentration of half-maximal effect; % is set by controls: 0 for no effect and ±100 for the full control effect; nearly all actives have a fitted effect of over 55% in size
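Step one: seed 2,000 cells per well. Step two: pin-transfer compound or DMSO alongside 5-fluorouridine. Step three: incubate 16 hr, 37 °C, 5% CO2. Step four: add ONE-Glo, wait 30 min, read luminescence.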
AT treatment: qHTS Assay for Identifying a Potential Treatment of Ataxia-Telangiectasia; 320,000 tested, 0.19% active; […] A-T fibroblasts, KAP-1 phosphorylation AlphaLISA; neocarzinostatin DNA damage 30 min before lysis; Potency, µM (series often up to 57.5 µM), inactives show top-dose activation, most hits filed as activators; note: potency is the fitted concentration of half-maximal effect; % of control where 0% means no effect; nearly all actives have a fitted effect of over 45% in size
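ATM-like activity read as KAP-1 phosphorylation via AlphaLISA donor/acceptor antibody pairs after lysis and 6 hr at 25C. Cells were ATM-null patient fibroblasts ([…], hTERT), dosed 60 min, then exposed to the DSB inducer NCS for 30 min.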
KCNH2 3.1 block: qHTS for Inhibitors of KCHN2 3.1: Mutant qHTS; activity change, % (tested at about 1.8 µM); AID 720553, 2013; Potassium voltage-gated channel subfamily H member 2, brain isoform KCNH2 3.1 (human); 340,000 tested, 0.95% active; U2OS KCNH2 3.1, thallium flux FluxOr; active compounds read low;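 active = maximum activity change below -70%; inconclusive = maximum activity change from -70% to -50%; inactive = maximum activity change above -50%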;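 note: thallium influx rate constant from kinetic fluorescence after stimulation buffer; % is set by controls: 0 for no effect and ±100 for the full control effect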
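Normalized rate constant (relative to positive and negative DMSO controls) derived from a 2 min kinetic fluorescence read after stimulation; U2OS cells expressing the 3.1 isoform via virus at 1.77 x 10^8 /mL.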
Mito fusion yeast: qHTS Assay for Small Molecule Inhibitors of Mitochondrial Division or Activators of Mitochondrial Fusion | S. cerevisiae fusion-defective mutant growth rescue, CellTiterGlo 48 h | Potency, µM (titrated, usually from 46.1 µM), for inactives: at the highest dose growth rescue (activation), hits mostly activators | 320,000 tested, 0.23% active;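 note: potency is the fitted concentration of half-maximal effect; % of control where 0% means no effect; nearly all actives have a fitted effect of over 45% in size; temperature-sensitive fusion mutants such as fzo1-1 at 37 °C on non-fermentable ethanol glycerol medium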
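Temperature-sensitive fusion-defective S. cerevisiae (e.g. fzo1-1, mgm1-5) were grown with compound in YPEG medium (3% ethanol, 3% glycerol) for 48 hours at 37C. Growth rescue was measured as viability by CellTiterGlo luminescence after 10 minutes at ambient.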
Eya2 phos inh: qHTS Assay for Inhibitors of the Phosphatase Activity of Eya2; Protein phosphatase EYA2 (Homo sapiens), O00167; 330,000 tested, 0.006% active; recombinant Eya2, OMFP fluorescence dephosphorylation (OMFP is methylfluorescein phosphate); Potency, µM (series often up to 76.9 µM), without a hit: at the highest dose activity, negative = inhibition, actives largely listed as inhibitors; note: potency is the fitted concentration of half-maximal effect; % is set by controls: 0 for no effect and ±100 for the full control effect
Target sequence (O00167 whole entry, looked up): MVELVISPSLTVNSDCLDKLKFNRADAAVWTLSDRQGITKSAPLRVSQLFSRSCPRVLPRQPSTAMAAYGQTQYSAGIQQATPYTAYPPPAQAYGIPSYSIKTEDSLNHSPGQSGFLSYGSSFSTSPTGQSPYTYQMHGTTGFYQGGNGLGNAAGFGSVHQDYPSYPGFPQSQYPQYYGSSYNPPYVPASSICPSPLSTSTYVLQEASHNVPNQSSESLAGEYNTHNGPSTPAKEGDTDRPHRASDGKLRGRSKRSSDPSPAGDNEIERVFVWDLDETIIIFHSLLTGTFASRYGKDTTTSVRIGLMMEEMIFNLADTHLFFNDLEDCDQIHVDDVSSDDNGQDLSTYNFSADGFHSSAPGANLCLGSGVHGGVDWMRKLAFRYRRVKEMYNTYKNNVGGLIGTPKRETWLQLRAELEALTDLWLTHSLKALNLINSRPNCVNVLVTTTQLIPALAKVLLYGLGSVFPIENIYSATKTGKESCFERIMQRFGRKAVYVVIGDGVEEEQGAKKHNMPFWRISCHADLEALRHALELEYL
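Eya2 protein (added as 0.2 uM solution) was preincubated with compound for 10 min at ambient temperature in 50 mM HEPES pH 7.5, 50 mM NaCl, 5 uM MgCl2, 0.05% BSA, 1 mM DTT. OMFP (added at 50 uM) then reacted 10 min; fluorescence read at 485/525 nm.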
TCR act: Activators of T cell receptors: qHTS campaign; primary human leukocytes, anti-CD3, IL-2 HTRF, 48 h; Potency, µM (series often up to 9.22 µM), without a hit: at the highest dose activation of IL-2 secretion, most hits filed as activators; 330,000 tested, under 10 active; AID 504894, 2011; note: % of control where 0% means no effect
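Activity was scored as IL-2 release from primary human leukocytes given only a TCR signal (a-CD3 beads) plus compound for 48 hr. Detection used a two-antibody HTRF format read at 665nm.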
* marks the source's active call; other numbers are inactive results; i = inactive; ? = inconclusive; · = no result given; [ ] = another dose, or the depositor's remark. Unless noted, calls come from the whole dose curve; as a rule, active = well fitted curve in the direction sought with a large enough effect; inconclusive = small, poorly fitted or top-dose-only effect, or another doubt; inactive = no such curve, though single readings can be large; an effect the other way counts as inactive or inconclusive. This is a subset. The share of hits here may be higher or lower than overall.

SMILES	USP2a inh	TRPV1 ag	TSHR antagonist	hERG WT inh	ELG1 DNA repair	AT treatment	KCNH2 3.1 block	Mito fusion yeast	Eya2 phos inh	TCR act
Cc1ccc(OCC(=O)OCC(=O)c2c(N)n(C)c(=O)n(C)c2=O)cc1C	6%	-2	2	0	-4%	1%	11	0%	4%	5%
CCOC(=O)C(Cc1ccccc1)NC(=O)CNC(C)=O (configuration not stated)	2%	0	-1	0	11%	3%	9	0%	10%	-1%
Cc1ccc(C(=O)N[C@H](C(=O)NC2CCCCC2)C(C)C)cc1	5%	·	·	-16	0%	10%	-43	·	8%	-4%
NC(=O)C1CCN(CCC(=O)Nc2ccc(F)c(F)c2)CC1	1%	-1	3	9	6%	2%	4	-1%	6%	·
Cc1nn(Cc2c(F)c(F)c(F)c(F)c2F)c(C)c1NC(=O)c1ccc(COc2ccc(Cl)cc2Cl)o1	2%	3	-6	35	-21%	-5%	1	?	-2%	0%
COc1ccc(NC(=O)CSc2nnc(CNC(=O)c3ccco3)n2-c2ccccc2OC)cc1	0%	·	15	1	12%	-3%	4	3%	-9%	-4%
Cc1nn(C)cc1-c1csc(N)n1	2%	-4	2	-8	11%	-2%	-6	3%	0%	9%
CCSc1nc2cc(OC)c(OC)cc2c(=O)n1CCc1ccccc1	0%	8	10	-6	?	·	-5	6%	1%	·
O=[N+]([O-])c1ccc(N/N=C\c2cccn2-c2ccccc2)nc1	-2%	6	-21	-7	1%	4%	-35	-11%	-7%	-18%
CN1C(=O)[C@@H]2[C@@H]3C[C@@H]([C@H]4ON=C(c5ccccc5OCC#N)[C@@H]34)[C@@H]2C1=O	13%	1	-4	1	2%	0%	-2	-1%	6%	-34%
CC(=O)c1cccc(NC(=O)c2c(-c3c(F)cccc3Cl)noc2C)c1	0%	-1	-6	-14	3%	6%	-16	7%	-3%	2%
COc1ccc(N2CCN(C(=O)c3ccc(CS(=O)(=O)c4ccc(Br)cc4)o3)CC2)cc1	0%	-6	-4	8	?	3%	2	-10%	-1%	10%
O=C(Nc1ccc(CSc2ccccc2)cc1)c1ccc(CN2CCOCC2)cc1	-2%	?	-40	13	-16%	4%	-28	10%	-1%	1%[46.1 µM]
COc1ccccc1C(=O)N=C1SC2CS(=O)(=O)CC2N1c1ccccc1 (configuration not stated)	-2%	2	5	-28	?	1%	4	0%	?	0%
O=C(c1ccc2c(c1)OCCO2)N1CCN(c2ccccn2)CC1	0%	-1	-1	3	-2%	26%	14	1%	11%	-2%
COc1ccc(CCN2C(=O)CC(C(C)c3ccccc3)C2=O)cc1OC (configuration not stated)	3%	5	-6	2	-10%	14%	13	-8%	5%	-6%
Cc1csc(SCC(=O)NC(=O)NCc2ccccc2)n1	2%	2	3	-7	4%	5%	14	0%	-9%	1%
O=C(COC(=O)c1ccccc1[N+](=O)[O-])Nc1cccnc1Cl	-7%	0	-1	0	-6%	8%	-31	9%	-8%	11%
OCc1ccccc1N=Cc1cccnc1	5%	1	9	-3	0%	5%	2	0%	1%	-2%
O=C(CCCc1c[nH]c2ccccc12)Nc1ccc2ccccc2c1	-5%	?	0	-12	29%	3%	-15	?	0%	0%[46.1 µM]

In a second layout: results already given
Values in the order – USP2a inh, TRPV1 ag, TSHR antagonist, hERG WT inh, ELG1 DNA repair, AT treatment, KCNH2 3.1 block, Mito fusion yeast, Eya2 phos inh, TCR act
- COc1ccc(CCN2C(=O)CC(C(C)c3ccccc3)C2=O)cc1OC (configuration not stated)
→ 3%, 5, -6, 2, -10%, 14%, 13, -8%, 5%, -6%
- Cc1csc(SCC(=O)NC(=O)NCc2ccccc2)n1
→ 2%, 2, 3, -7, 4%, 5%, 14, 0%, -9%, 1%

Continued:
SMILES	USP2a inh	TRPV1 ag	TSHR antagonist	hERG WT inh	ELG1 DNA repair	AT treatment	KCNH2 3.1 block	Mito fusion yeast	Eya2 phos inh	TCR act
Cc1c(-n2c(=S)[nH]c3ccccc3c2=O)c(=O)n(-c2ccccc2)n1C	0%	-2	3	-5	0%	·	-12	0%	-3%	-17%
COc1ccc(/C=C/c2cc(C(F)(F)F)on2)cc1	2%	2	-2	2	?	0%	-1	0%	-14%	-3%
Cc1csc(NC(=O)CSc2nc(C(C)C)nc3ccccc23)n1	-1%	9	-10	-3	-6%	8%	7	26%	1%	4%
COc1cccc(NC(=O)CCC2CCN(Cc3nccs3)CC2)c1	0%	-2	-46	-6	-3%	2%	-7	-1%	8%	4%
O=C(O)c1ccc(Cl)c(S(=O)(=O)N(Cc2ccccc2)c2ccc(F)cc2)c1	0%	-2	0	·	?	40%	8	-11%	-2%	-9%
O=c1ccc(-c2ccc(S(=O)(=O)Nc3cccc([N+](=O)[O-])c3)s2)n[nH]1	3%	2	23	6	8%	5%	23	0%	0%	-2%
C=CCc1ccc(OCCOc2cccc3ccc(C)nc23)c(OC)c1	-19%	-2	87	1	6%	6%	-2	2%	-14%	-3%
CCOC(=O)C1=C(N)OC2=C(C(=O)CC(C)(C)C2)C1c1cc(CSc2nnnn2C)cs1 (configuration not stated)	-19%	-5	-34	3	-4%	18%	-12	9%	2%	·
O=C(Nc1ccc(S(=O)(=O)N2CCCCC2)cc1)c1cnccn1	0%	?	-13	13	-7%	-5%	1	2%	2%	7%
CCOc1ccc(NC(=O)C(CC(=O)O)Cc2ccc(Br)cc2)cc1 (configuration not stated)	0%	3	-14	-5	12%	-1%	0	2%	7%	·
O=C(Cn1nnc2ccccc2c1=O)NC1CCCCC1	1%	1	10	2	0%	5%	4	-3%	4%	3%
CCOC(=O)COc1nc(C)cc(C(F)(F)F)c1C#N	2%	10	0	1	16%	-21%	-2	-2%	1%	6%
COCc1cc(C)nc(OC)c1C(N)=O	8%	0	-4	-27	-18%	3%	18	-9%	-15%	-4%
O=C(O/N=C1\CCCc2ccccc21)C1CC1	3%	0	9	-16	4%	-1%	-3	12%	-26%	-17%
Cc1ccc(N(C(=O)C(F)(F)F)C(C(=O)NC2CCCCC2)c2cccs2)cc1C (configuration not stated)	1%	·	-1	-2	-7%	-1%	10	-5%	-2%	·
Cc1nn(-c2ccccc2)c2c1C(c1cccnc1)N1C=C(S(=O)(=O)N3CCCCC3)C=CC1=N2 (configuration not stated)	1%	6	-25	-1	-16%	-4%	-1	2%	9%	5%
CN(CCCC1CCCC1)C(=O)CC1C(=O)NCCN1Cc1cccc(F)c1F (configuration not stated)	-1%	10	9	7	-4%	4%	-7	5%	-7%	7%
CCCCOc1ccc(/C=C/C(=O)OCC(=O)N2CC(=O)Nc3ccccc32)cc1OCC	0%	-13	-22	-6	?	-1%	-8	1%	2%	-5%[46.1 µM]
CC(C)CNC(=S)NNC(=O)c1csc2c1CCCC2	-1%	14	-5	-27	-16%	-5%	8	0%	12%	5%
Cc1csc(SCC(=O)Nc2oc(C)c3c(C)n[nH]c(=O)c23)n1	1%	-1	1	-4	-3%	-5%	8	-10%	12%	-6%
CCSC1=NCCN1C(=O)Cc1ccc(-c2ccccc2)cc1	0%	-3	3	-3	-5%	-7%	0	-7%	-8%	-1%
CC1=C(C#N)C(=O)OC(C)(C)C1	14%	0	10	3	7%	3%	3	-2%	21%	1%
Cc1nc2c(-c3ccccc3)c(C)[nH]n2c(=O)c1Cc1ccccc1	8%	4	-10	12	?	1%	28	1%	4%	-3%
CCC(CC)C(=O)N1N=C(c2ccc(NS(C)(=O)=O)cc2)CC1c1ccc(C)cc1 (configuration not stated)	2%	-1	-9	1	?	3%	-7	-3%	-5%	-1%
COC(=O)c1c(Cc2ccccc2Cl)c[nH]c1C	2%	0	0	i	7%	-8%	-2	25%	6%	8%
CCOC(=O)c1sc2nc(Cc3ccc(Cl)cc3)[nH]c(=S)c2c1C	2%	-1	-1	-3	-9%	2%	4	3%	9%	0%
O=S(=O)(c1ccc(N2CCCC2)nc1)N1CCOCC1	5%	-1	-1	-12	-4%	-1%	-23	0%	-5%	1%
CCCCOCCCNC(=O)c1cccc(OC)c1	2%	4	10	1	-9%	5%	13	0%	2%	6%[46.1 µM]

Compound activity deposited in PubChem BioAssay by National Center for Advancing Translational Sciences (NCATS).
